Lung fibro prol: blocks proliferation of human lung fibroblasts | AID 719 | 85,000 compounds, 1.1% hits | LL 47 human lung fibroblast viability, ATP luminescence; hits give low values | viability, % at 10 µM;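 active = viability at or below 50% in the single dose screen; inactive = viability above 50%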;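 note: compound exposure lasted 72 h before the ATP readout; 100% = median luminescence of untreated cell-only wells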
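Times – overnight cell rest, 72 h compound treatment at 37 °C · Test system – human lung fibroblast line LL 47, low passage · Amount – 1,150 cells in each well · Controls – cell-only wells, no compound · Doses – 0.1% DMSO in all compound wells · Measured by – CellTiter-Glo luminescence · Buffer or medium – IMEM plus 15% FBS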
HUVEC inhibit: inhibitors of human endothelial cell proliferation. HUVEC proliferation, CellTiter-Glo luminescence, 72 h; hits give low values. viability, % at 10 µM (by protocol). 86,000 compounds, 1.1% hits. AID 648;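 active = viability at or below 30%; inactive = viability above 30%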;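 note: 100% = median luminescence of DMSO-only cell control wells on each plate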
H69AR growth 86K: growth inhibitors of human H69AR lung tumor cells; viability, % at 10 µM; 85,000 compounds, 6% hits; H69AR lung tumor viability, ATP luminescence, 72 h; hits give low values;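 active = viability at or below 40%; inactive = viability above 40%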;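 note: multidrug resistant small cell line overexpressing MRP-1 efflux transporter; 100% = mean luminescence of untreated control wells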
VCAM1 TNFa inh: reduces TNF alpha induced VCAM1 expression in HUVEC | HUVEC TNFa-induced VCAM-1 immunofluorescence, high-content imaging | inhibition, % at 2 µM | 95,000 compounds, 0.48% hits;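 active = inhibition above the batch mean plus 3 SD, with images confirmed as a hit by eye, cut at about 37% in these data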;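 note: 0% = TNF-stimulated DMSO wells and 100% = unstimulated control wells; not every result past the cut was called active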
Pyk2 oligo antag: antagonists of human Pyk2 oligomerization | AID 1347419 | Q293 cells, Pyk2 FERM NanoBiT luminescence; hits give low values | 99,000 compounds, 0.83% hits | z-score (the deposit names both 25 µM and 10 µM);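 active = Z-score of -3 or lower, scaled per plate to the spread of control and sample wells; inactive = z-score above -3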;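 note: negative z-score means lost luminescence so less FERM oligomerization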
Target sequence (Q14289 whole entry, looked up): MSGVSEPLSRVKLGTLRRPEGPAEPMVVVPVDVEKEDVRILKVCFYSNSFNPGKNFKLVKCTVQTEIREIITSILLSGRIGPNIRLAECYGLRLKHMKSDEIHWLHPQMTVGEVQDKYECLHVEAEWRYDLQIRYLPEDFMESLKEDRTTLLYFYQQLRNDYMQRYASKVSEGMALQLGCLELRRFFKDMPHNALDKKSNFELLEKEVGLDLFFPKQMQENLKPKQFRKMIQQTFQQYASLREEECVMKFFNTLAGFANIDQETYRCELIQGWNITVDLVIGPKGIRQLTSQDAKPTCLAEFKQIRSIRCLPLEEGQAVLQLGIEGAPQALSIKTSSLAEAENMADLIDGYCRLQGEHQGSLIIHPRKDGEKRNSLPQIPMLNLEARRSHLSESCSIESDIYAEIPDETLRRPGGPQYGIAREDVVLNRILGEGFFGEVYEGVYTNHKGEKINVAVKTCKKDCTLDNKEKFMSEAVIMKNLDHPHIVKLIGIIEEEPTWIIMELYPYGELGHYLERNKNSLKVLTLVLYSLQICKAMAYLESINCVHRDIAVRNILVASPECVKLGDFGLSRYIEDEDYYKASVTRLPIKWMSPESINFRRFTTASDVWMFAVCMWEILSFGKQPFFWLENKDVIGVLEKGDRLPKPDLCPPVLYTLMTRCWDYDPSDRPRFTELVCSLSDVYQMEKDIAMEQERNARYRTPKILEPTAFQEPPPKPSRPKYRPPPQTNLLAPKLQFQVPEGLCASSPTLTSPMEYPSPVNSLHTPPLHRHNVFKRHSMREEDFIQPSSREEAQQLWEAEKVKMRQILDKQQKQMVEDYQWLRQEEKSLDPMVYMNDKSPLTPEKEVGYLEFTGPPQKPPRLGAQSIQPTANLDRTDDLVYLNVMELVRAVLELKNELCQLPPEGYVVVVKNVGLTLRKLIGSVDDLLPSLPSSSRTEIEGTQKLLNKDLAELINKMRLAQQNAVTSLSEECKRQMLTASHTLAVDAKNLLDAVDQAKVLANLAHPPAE
cytoskel mod: modifiers of cytoskeleton assembly; HUVEC TNFa F-actin phalloidin imaging, high content; inhibition, % at 2 µM; 91,000 compounds, 0.18% hits;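 active = inhibition above the batch mean plus 3 SD and confirmed as a hit by visual image inspection, cut at about 30% in these data, passing the limit was not always enough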; note: strong numbers were not always called active
HUVEC tox TNFa: toxic to HUVEC cells under TNF alpha stimulation. HUVEC TNFalpha-stimulated, Hoechst cell count, imaging. 93,000 compounds, 0.17% hits. cell count reduction, % at 2 µM;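 active = cell count reduction exceeding the screen mean by over 5 SD, scaled to untreated wells per plate, cut at about 78% in these data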;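 note: cells counted after 24 h of TNF alpha exposure following the 1 h pretreatment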
IL1B cytotox: toxic to HUVEC cells under IL-1B stimulation. HUVEC cell count loss, Hoechst imaging, IL-1B stimulated. 94,000 compounds, 0.41% hits. cell count reduction, % at 2 µM;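 active = cell count reduction more than 3 SD above the screen-wide mean, cut at about 70% in these data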;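 note: normalized per plate to untreated control cells as the no-loss baseline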
Smad3 FoxH1 inh: inhibitors of human Smad3 transcription factor binding; TR-FRET Smad3/Dy647-FoxH1 peptide binding, europium anti-His; P84022; 88,000 compounds, 0.29% hits; inhibition, % at 25 µM; AID 630;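 active = compounds that reduce the energy-transfer binding signal between the protein and its labelled peptide by more than half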;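 note: 0% = Smad3 plus labelled peptide maximal FRET and 100% = peptide-only background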
* hit, by the source's call; . = not tested or not shown; [ ] = remark or other dose. This is a subset, so the mix of outcomes need not match the whole.

SMILES	Lung fibro prol	HUVEC inhibit	H69AR growth 86K	VCAM1 TNFa inh	Pyk2 oligo antag	cytoskel mod	HUVEC tox TNFa	IL1B cytotox	Smad3 FoxH1 inh
COCCn1c(=N)c(C(=O)NCCc2ccc(OC)cc2)cc2c(=O)n3cccc(C)c3nc21	87.4	75.9	47.8	5.2	-0.36	10.2	-11.6	4.4	3.9
COc1ccc(C(=O)/C=C/c2ccccc2C(F)(F)F)cc1	.	.	.	15.2	-2.04	19.0	5.1	-5.3	.
Cc1c2cccn2cc[n+]1C	100.2	92.3	.	22.3	0.43	15.5	-27.9	6.6	1.3
CCOc1cc(/C=N/N=C(\N)c2nonc2N)cc(Br)c1OCc1cccc2ccccc12	40.8*	7.5*	13.3*	17.2	2.48	1.9	-11.1	-1.7	6.3
Cc1ccc(C(=O)NCCSc2ccccc2)cc1S(=O)(=O)Nc1ccccc1	.	.	.	25.4	-1.61	4.6	.	-16.3	.
CC(=O)N1CCc2cc(NS(=O)(=O)c3cccs3)ccc21	96.8	84.3	88.6	2.1	1.34	-11.3	4.3	-0.5	25.0
CCOc1ncccc1C(=O)OCc1cc(=O)oc2c(C)c(C)ccc12	100.1	86.0	75.1	.	0.25	.	.	.	-26.8
CN(Cc1ccc(-n2cccn2)cc1)C(=O)c1cnn2c1NC(c1ccco1)CC2C(F)(F)F (stereo not drawn)	103.7	99.7	74.0	-9.3	-0.26	-0.3	-17.1	7.4	-4.2
CC(C)OC(=O)C(NC(=O)c1ccccc1)=C1CCCCC1	100.6	99.2	101.4	12.5	-0.81	8.0	9.5	-34.1	-4.2
CCOC(=O)C1CCCN(C(=O)c2cc3ncc(Br)cn3n2)C1 (stereo not drawn)	93.2	102.5	97.8	-3.7	1.85	0.6	9.7	7.8	9.5
CCCC1(C(=O)OCC)NC(c2ccc(N(C)C)cc2)C2C(=O)N(c3ccc(F)cc3)C(=O)C21 (stereo not drawn)	98.2	97.8	78.2	22.8	-0.47	4.6	-0.7	-33.0	14.2
CC1(C)CC(=O)C2=C(C1)Nc1ccccc1NC2c1ccccn1 (stereo not drawn)	92.4	96.6	94.0	.	0.41	.	.	.	9.5
[O-][N+]1=C2CCC/C(=N\O)C2=NC12CCCCC2	106.7	100.4	107.1	.	0.23	.	.	.	-13.0
COc1ccc(-n2c(C(C)n3nc(C)c([N+](=O)[O-])c3C)n[nH]c2=S)cc1 (stereo not drawn)	97.8	91.0	93.9	2.9	-0.17	2.0	-18.9	9.7	4.8
O=S(=O)(NCC1CCCO1)c1ccc(S(=O)(=O)N(Cc2ccc(F)cc2)C2CCCCC2)cc1 (stereo not drawn)	79.9	70.2	62.4	-5.8	-0.36	15.7	-11.1	12.7	14.9
CCOC(=O)c1cnn(-c2ccccc2)c1-n1cccc1C(=O)C(=O)Nc1ccccc1	.	.	.	-0.3	-0.4	14.7	-12.7	-12.9	.
NC(=O)c1cccc2c3c([nH]c12)CCCC3	97.6	86.8	92.8	7.5	1.52	-17.8	-13.6	-17.9	8.0
Cc1cccc(NC(=O)CN(c2ccc(C(C)C)cc2)S(=O)(=O)c2c(C)nn(C)c2C)n1	95.9	92.5	84.2	23.1	.	0.9	-42.6	-3.6	-10.0
O=C(CN1C(=O)C2C3C=CC(C3)C2C1=O)NC1CCCc2ccccc21 (stereo not drawn)	.	.	.	-16.3	-0.7	3.8	6.2	-1.8	.
COC(=O)[C@@H]1[C@@H](C#N)C2(c3ccccc3-c3ccccc32)N(c2ccc(Cl)cc2)N1C#N	40.1*	21.0*	0.2*	8.4	-0.58	-0.1	-27.3	-24.0	-6.1
CCC(C)C(=O)Nc1ccc(OC)cc1OC (stereo not drawn)	.	.	.	11.9	-0.26	11.2	-35.6	11.6	.
COC(=O)c1c(-c2ccc(Br)cc2)noc1N	79.7	89.4	29.2*	6.5	-1.09	17.0	-9.8	.	-1.8
COc1ccc(CCC(C)Nc2cccc(C)c2)cc1 (stereo not drawn)	.	.	.	15.6	0.97	-11.8	-15.4	-25.7	.
COc1ccc2nc(NC(=O)c3ccc(-n4nc(C)cc4C)cc3)sc2c1	81.6	43.7	49.8	-6.5	1.7	8.0	-35.5	-0.7	37.7
CCC(C)OC(=O)C(C)Oc1ccc(-c2ccccc2)cc1 (stereo not drawn)	96.8	110.9	89.6	10.9	0.78	14.8	-22.7	3.2	7.6[fluorescence artefact?]
Cc1nnc(SCCn2c(N3CCCCC3)nc3c2c(=O)[nH]c(=O)n3C)s1	110.8	95.4	102.3	.	.	.	.	.	4.2
COCCCNC(=S)NNC(=O)c1cccnc1	88.3	76.5	96.8	4.9	0.66	-9.2	-2.9	1.5	0.8
CCOC(=O)Cn1c(=O)oc2cc(S(=O)(=O)NC(C)c3ccccc3)ccc21 (stereo not drawn)	97.7	103.7	98.2	9.8	.	8.9	-13.9	11.5	4.3
O=C(NCCCNC(=O)c1cccs1)c1cccs1	104.8	91.8	88.8	8.1	0.66	-2.6	5.3	.	14.3
O=C(NCc1ccc2c(c1)OCO2)c1nnc(Cc2ccc(Cl)cc2)o1	95.9	72.0	98.1	.	.	.	.	.	5.7
CCCCn1c(SCC(=O)N2c3ccccc3CCc3ccccc32)nc2c1c(=O)n(C)c(=O)n2C	90.3	84.3	99.2	3.6	-0.67	-19.1	17.9	-16.4	-8.5
CC1(C)S[C@@H]2[C@H](NC(=O)C(C(=O)O)c3ccccc3)C(=O)N2[C@H]1C(=O)O (stereo partly drawn)	96.5	105.1	94.9	.	.	.	.	.	7.5
CNC(=S)NC1CC2CCCC(C1)N2Cc1ccco1 (stereo not drawn)	.	.	.	-14.4	-0.32	-24.5	35.7	-11.4	.
S=C(Nc1ccccc1)Nc1ccc(OCc2ccc(Cl)cc2Cl)cc1	.	.	.	3.6	1.13	32.1	-22.1	-8.5	.
Cc1cccc(N2CCN(C(=O)CCn3c(=O)[nH]c4ccccc4c3=O)CC2)c1C	101.5	91.1	91.4	-1.3	-0.38	-1.3	-26.5	-2.2	1.1
CN(c1ccc(OCc2nnc(-c3ccccc3)o2)cc1)S(=O)(=O)c1ccccc1	96.3	97.8	72.2	-6.0	0.64	3.2	23.8	-35.1	-3.3
CCOc1cc(C2NC(=O)NC(O)(C(F)(F)F)C2C(=O)c2ccc(Cl)cc2)ccc1O (stereo not drawn)	105.3	96.8	90.5	-7.5	0.08	19.6	-14.2	-17.7	2.8
O=[N+]([O-])c1cc(/C=N\Nc2nccs2)ccc1O	103.6	98.4	106.3	-13.4	.	-5.3	6.2	6.5	77.8*
COc1cccc(Cn2nnc(C(=O)NCCc3ccc(Cl)cc3)c2N)c1	78.8	53.7	74.9	12.7	.	-5.7	-13.9	-1.4	7.9
Cc1ccc(S(=O)(=O)/N=C(\Sc2ccccc2)c2ccccc2)cc1	60.3	35.5	40.7	14.5	-0.22	6.9	-14.2	3.0	-7.4
CC(=O)C(N=Nc1ccccc1)(Sc1nnc(-c2ccccc2)n1-c1ccccc1)C(C)=O	.	.	.	21.8	-3.06*	-1.6	-2.3	-10.8	.
O=C(CSC1CCCCC1)Nc1nccs1	93.8	90.5	96.1	-1.7	-0.56	33.7	-12.2	-2.4	10.4
COCCCNC(=O)c1ccc(N(C)S(C)(=O)=O)cc1	85.5	97.8	88.3	-20.8	0.87	-2.0	-5.9	7.4	3.3
Cn1cnnc1SC(C(=O)Nc1cccc(C(F)(F)F)c1)c1ccccc1 (stereo not drawn)	95.4	93.2	100.7	17.8	-1.12	0.4	-25.6	-1.6	4.2
N#Cc1cc2c([nH]c1=S)CCCCCC2	.	.	.	-0.6	0.3	17.9	-6.6	6.6	.
CCOC(=O)C1CCN(S(=O)(=O)Cc2ccccc2)C1=O (stereo not drawn)	101.7	103.0	106.1	-0.1	-0.43	-19.5	8.8	26.1	0.4
COC(=O)c1cc(-c2ccc(OC)c(OC)c2)n[nH]1	100.4	91.0	77.3	-3.3	0.8	14.1	-26.2	2.8	0.3
CCO/C(C)=C1\C(=O)Nc2ccccc21	90.0	96.5	104.2	13.9	0.02	14.4	-14.3	-18.7	-5.6
CCn1c(SCC(=O)Nc2nc(-c3ccc(C)cc3)cs2)nnc1-c1ccccc1O	97.2	69.6	29.4*	8.6	-2.9	-17.7	5.2	-24.5	1.8
COC(=O)C(NC(=O)c1ccccc1)=C(C)C	99.5	103.1	90.0	-0.6	0.91	-60.3	9.8	42.6	-2.1
More structures
SMILES	Lung fibro prol	HUVEC inhibit	H69AR growth 86K	VCAM1 TNFa inh	Pyk2 oligo antag	cytoskel mod	HUVEC tox TNFa	IL1B cytotox	Smad3 FoxH1 inh
CC(C)CC(=O)Nc1ccc2oc(-c3ccncc3)nc2c1	101.6	91.9	91.4	6.0	-0.18	28.6	-21.5	-1.0	-1.3
O=C(OCC(=O)N1CCN(C(=O)c2ccco2)CC1)c1ccccc1C(=O)c1ccccc1	94.6	100.4	83.1	-29.9	-0.94	-37.5	14.5	16.5	10.6
N/C(=N\OC(=O)c1ccc(Cl)c(Cl)c1)c1ccccn1	.	.	.	3.0	0.11	38.2	-1.5	13.6	.
Cc1ccc(S(=O)(=O)Nc2ccc(S(=O)(=O)NC(C)(C)C)cc2)cc1	102.2	104.5	75.7	12.2	0.02	12.7	-20.4	-1.7	3.8
CS(=O)(=O)N(Cc1ccccc1)c1ccc(C(=O)NCc2ccccc2)cc1	101.7	92.0	71.7	11.4	-2.52	5.5	-36.5	-21.3	-0.4
CCOC(=O)CSc1ncc(OC)c(=O)[nH]1	.	.	.	8.2	0.59	-6.5	-14.3	-28.2	.
COC(=O)c1cc2ccccc2c(=O)s1	95.2	104.6	88.0	2.8	0.3	.	-20.0	-47.2	-1.9
O=C(c1ccccc1C(=O)N1CCN(c2ccc(F)cc2)CC1)N1CCN(c2ccc(F)cc2)CC1	93.1	97.8	95.8	23.4	0.65	11.8	4.9	-14.4	-3.1
COc1ccc2cc(C(=O)NCc3ccco3)c(=O)oc2c1	107.5	116.7	99.0	37.2	0.64	13.4	66.5	9.1	-2.7
Cc1csc(NC(=O)c2ccco2)n1	.	.	.	14.8	0.81	16.7	-9.9	-24.2	.
COc1cccc(OCC(O)CN2CCC(Cc3ccccc3)CC2)c1 (stereo not drawn)	84.2	79.1	90.6	-7.0	0.5	-0.5	-0.4	-31.9	4.5
CC(=Nc1ccc(C)c(C)c1)C1=C(O)CCC1=O	96.1	96.2	99.1	-10.4	0.26	5.1	.	-0.9	5.3
N#CCCn1cc(C(CC(=O)c2ccccc2)C(=O)O)c2ccccc21 (stereo not drawn)	.	.	.	-2.0	0.44	20.2	-17.7	-37.9	.
COc1ccc(-n2nc(C(=O)N3CCCCC3)c3ccccc3c2=O)cc1	101.4	93.9	84.8	.	0.45	.	.	.	7.5
